TRHR agonist: TRH receptor (human) agonism; P34981; TRHR cells, calcium flux fluo-8, FDSS agonist mode; activation, % at 2 µM; 0.18% of 360,000 active; in the data active = activation above about 30%; also: 0% is about no effect
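TRHR-expressing cells loaded with fluo-8 calcium dye; 23 nL library compound pin-transferred, kinetic FDSS fluorescence (Ex 480/Em 530) recorded about 180 s for agonist-induced calcium release, before a 10 nM TRH EC20 addition for potentiator mode.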
USP1 inh: USP1/UAF1 (human) deubiquitinase inhibition. recombinant USP1/UAF1, Ub-Rhodamine cleavage fluorescence. Potency, µM (series often up to 57.1 µM), without a hit: top-dose activity change, negative = inhibition, actives largely listed as inhibitors. 0.23% of 390,000 active; also: potency is read from the fitted curve at half-maximal effect; % is scaled to controls: 0 for no effect and ±100 for the full control effect; nearly all actives have a fitted effect of over 60% in size; inactives centre near -12
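High-throughput fluorogenic screen: 1nM USP1/UAF1 complex, Ub-Rho substrate 150nM final, 50mM HEPES pH 7.8 with 0.5mM EDTA, 0.1 mg/ml BSA, 1mM TCEP and 0.01% Tween-20.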
PI4K2A inh: PI4K2A (human) kinase inhibition. 0.13% of 420,000 active. purified PI4K2A, ADP-Glo luminescence, 1 h; hits give low values. activity change, negative = inhibition, % at 76.9 µM. Q9BTU6; in the data active = activity change below about -50%; inconclusive = mostly about -30% to -49%;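 also: -100% = wells without enzyme as full effect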
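PI4K2A activity was measured by ADP-Glo luminescence: enzyme (4 ug/mL stock) and phosphatidylinositol (1.2 mM stock) in Tris pH 7.5/MgCl2/EGTA/Triton X-100 buffer were reacted with ATP (300 microM stock) for one hour at ambient temperature.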
TRHR PAM: allosteric enhancers of human TRH receptor; P34981; TRHR cells, fluo-8 calcium fluorescence, EC20 TRH enhancement; enhancement, % at 2 µM; 0.66% of 360,000 active; AID 493056; in the data active = enhancement above about 30%; also: 0% is about no effect
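Enhancer read-out: after compound pinning and an initial kinetic agonist-mode read, an EC20 of TRH (10 nM final) was injected and fluo-8 calcium signal (Ex 480/Em 530) followed at 1 s/cycle for 100 cycles in TRHR-expressing cells.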
TrxR1 substrate: is turned over as a substrate by rat TrxR1. purified TrxR1 substrate turnover, NADPH consumption readout. Potency, µM (titrated, usually from 114 µM), without a hit: top-dose activity change, negative = substrate turnover. 0.01% of 390,000 active. O89049; also: potency is read from the fitted curve at half-maximal effect; % is scaled to controls: 0 for no effect and ±100 for the full control effect; nearly all actives have a fitted effect of over 50% in size
Target sequence (O89049 whole entry, looked up): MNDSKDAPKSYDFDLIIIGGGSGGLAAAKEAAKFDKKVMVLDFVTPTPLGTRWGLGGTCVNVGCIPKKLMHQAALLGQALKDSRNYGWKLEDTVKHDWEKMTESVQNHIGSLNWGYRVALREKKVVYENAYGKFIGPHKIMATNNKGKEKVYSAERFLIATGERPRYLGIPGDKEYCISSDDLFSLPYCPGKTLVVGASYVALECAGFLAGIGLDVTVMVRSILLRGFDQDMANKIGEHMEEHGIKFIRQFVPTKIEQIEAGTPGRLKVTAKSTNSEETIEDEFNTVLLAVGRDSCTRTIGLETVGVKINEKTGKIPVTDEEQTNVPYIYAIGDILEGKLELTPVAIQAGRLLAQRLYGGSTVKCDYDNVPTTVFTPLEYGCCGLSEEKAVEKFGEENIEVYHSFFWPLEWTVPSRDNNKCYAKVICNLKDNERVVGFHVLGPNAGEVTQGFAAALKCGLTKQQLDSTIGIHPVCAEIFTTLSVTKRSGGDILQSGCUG
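Rat TrxR1, dispensed at 90 nM, was prereduced with 400 uM NADPH (final) for 5 min at ~22 deg C, then incubated with compound 15 min before 400 uM selenite. A first-read NADPH fluorescence drop versus no-compound background flagged substrates.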
D2 antag: antagonizes the human D2 dopamine receptor | P14416 | 2% of 340,000 active | HEK293 TREx D2 cells, calcium flux, dopamine EC80 | inhibition, % at 10 µM; in the data active = inhibition above about 30%; also: 0% is about no effect
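Cells plated overnight at 30 C with tetracycline; no-wash calcium dye, 30–90 min RT; 10 s baseline; compound pinned; 180 s read; EC80 dopamine added; another 180 s read.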
D2 ag: D2 dopamine receptor (human) agonism; HEK293 T-REx D2 cells, calcium flux agonist mode; activation, % at 2 µM; 0.53% of 340,000 active; AID 485358;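 active = activation over 3 SD above normal in the single-dose calcium agonist read, cut at about 30% in these data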; also: 0% is about no effect
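Tetracycline-induced HEK293 Trex cells with D2 receptor force-coupled to calcium signaling, plated overnight at 30 C and loaded with no-wash calcium dye. Calcium flux read kinetically for 180 s after compound addition; responses flag agonists.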
IDH1 R132H inh: inhibitors of human mutant IDH1 R132H; IDH1-R132H enzyme, NADPH consumption, diaphorase/resazurin fluorescence; Potency, µM (titrated, usually from 76.6 µM), without a hit: at the highest dose activity change, negative = inhibition, usual class: inhibitors; 0.093% of 390,000 active; AID 602179; also: potency is read from the fitted curve at half-maximal effect; % is scaled to controls: 0 for no effect and ±100 for the full control effect; nearly all actives have a fitted effect of over 65% in size
Target sequence (O75874 whole entry R132H, stated change not applied): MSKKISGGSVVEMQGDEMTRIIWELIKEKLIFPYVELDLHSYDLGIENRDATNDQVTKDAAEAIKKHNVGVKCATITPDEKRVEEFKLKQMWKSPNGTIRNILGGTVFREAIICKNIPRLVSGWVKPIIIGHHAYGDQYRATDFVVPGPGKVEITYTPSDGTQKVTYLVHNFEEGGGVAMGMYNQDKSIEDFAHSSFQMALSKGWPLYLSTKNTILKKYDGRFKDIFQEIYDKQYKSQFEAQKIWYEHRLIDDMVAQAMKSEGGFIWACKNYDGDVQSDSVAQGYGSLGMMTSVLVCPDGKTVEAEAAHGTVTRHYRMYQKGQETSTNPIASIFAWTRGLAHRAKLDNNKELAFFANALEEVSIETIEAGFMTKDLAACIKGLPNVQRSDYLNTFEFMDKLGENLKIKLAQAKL
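IDH1-R132H (0.5 ug/mL) preincubated 30 min with compound, then NADPH (0.016 mM) and alpha-KG (2 mM) added; 80 min at RT, pH 7.5. Remaining NADPH coupled via diaphorase/resazurin to fluorescence (540/590 nm); concentration-response curves normalized to no-enzyme control.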
TrxR1 inh: rat TrxR1 inhibition. O89049. recombinant rTrxR1, NADPH fluorescence consumption, selenite substrate. Potency, µM (highest dose often 114 µM), for inactives: at the top dose activity change, negative = inhibition, hits mostly inhibitors. 1% of 390,000 active; also: potency is read from the fitted curve at half-maximal effect; % is scaled to controls: 0 for no effect and ±100 for the full control effect; nearly all actives have a fitted effect of over 65% in size
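Rat TrxR1 (90 nM in the dispensed reagent) was pre-reduced with 400 uM NADPH for 5 min at room temperature, then incubated with compound for 15 min. After 400 uM selenite was added, NADPH fluorescence (Ex 340/Em 450 nm) was followed for 8 min.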
* = called active by the depositor; ? = inconclusive; . = no result given; [ ] = another dose, or the depositor's remark. Unless noted, calls follow the shape of the dose curve; as a rule, active = well fitted inhibition curve with a large enough effect; inconclusive = small, poorly fitted or top-dose-only effect; inactive = no such curve, though single readings can be large or run the other way.

Each structure is followed by: TRHR agonist	USP1 inh	PI4K2A inh	TRHR PAM	TrxR1 substrate	D2 antag	D2 ag	IDH1 R132H inh	TrxR1 inh
Fc1ccc(CNC(=S)Nc2ccccc2F)cc1
→ -0.1	-2%	4	-2	-2%	-4	-1.1	4%	-23%
CCCCN(C)S(=O)(=O)c1cc(-c2cc(C)no2)ccc1C
→ -0.5	?	3	1	-3%[57.1 µM]	.	-0.1	6%	7%[57.1 µM]
Cc1ccc(C)c(OCCCNCc2ccccc2)c1
→ 0.8	-15%	-3	3	4%	4	2.1	9%	4%
Cc1ccnc(NS(=O)(=O)c2cccc([N+](=O)[O-])c2)c1
→ -0.1	6%	-7	-6	-8%	10	0.0	-1%	-10%
Cc1cc(C(=O)N/N=C/c2ccc([N+](=O)[O-])s2)n[nH]1
→ -0.7	-16%	2	1	-15%	-18	0.9	6%	?
CCN1CCN(CCCN(Cc2ccco2)C(=S)Nc2ccc(Cl)c(C)c2)CC1
→ 0.7	-7%	-5	-1	4%[57.1 µM]	-17	2.0	8%	18%[57.1 µM]
CC(C)=C1C2CCC1C1C(=O)N(NC(=O)COc3ccc(C(C)(C)C)cc3)C(=O)C21 (stereo unspecified)
→ -0.8	-2%	2	-2	-13%	32*	-0.4	3%	-8%
COc1cc2c(cc1OC)C(C(C)C)=NC(C)(C)C2
→ 0.7	6%	2	4	624%[activator]	21	0.5	1%	71%[activator]
C=C(c1ccccc1Cl)[n+]1ccccc1
→ 0.1	-14%	3	2	4%	4	3.3	6%	11%[57.1 µM]
Cc1cc(/C=C(\C#N)C(=O)NCc2cccs2)c(C)n1-c1ccc([N+](=O)[O-])cc1
→ 0.8	-11%	0	-4	1%	8	-0.5	7%	22%
O=C(Nc1ccccc1)Nc1ncc([N+](=O)[O-])s1
→ 1.1	-21%	-1	-3	-22%	-5	6.1	2%	-20%
CCOc1ccc(-c2nnc(-c3ccco3)o2)cc1
→ 0.4	-5%	-5	1	109%[activator]	-10	0.2	-3%	14%
Cc1cc(Nc2ncc(Cl)cc2Cl)n(-c2ccccc2)n1
→ -0.6	-23%	10	5	8%[57.1 µM]	-3	-0.6	6%	13%
O=C(CCc1nnc(CCC2CCCCC2)o1)NCCn1cccn1
→ 0.8	-22%	-4	-8	4%	15	-0.5	-9%	16%
O=C(Nc1ccccc1Br)C1CCCN1S(=O)(=O)c1cccc2nsnc12 (stereo unspecified)
→ -1.0	-30%	-2	-6	3%	-20	0.1	-2%	13%
CCn1cc(C(=O)NCc2cccs2)c(=O)c2ccc(C)nc21
→ -0.3	1%	-1	-1	7%[57.1 µM]	-19	0.6	9%	6%[57.1 µM]
O=C(Nc1nc(-c2ccc(S(=O)(=O)N3CCCCCC3)cc2)cs1)c1cccs1
→ 0.6	-23%	0	4	11%[57.1 µM]	10	0.9	-5%	22%[57.1 µM]
C#CCNC(=O)C1=C[C@@H](c2ccc3c(c2)OCO3)[C@H](CCCO)[C@@H](OCC)O1
→ -0.2	-19%	0	2	14%[57.1 µM]	-9	0.3	-14%	13%[57.1 µM]
O=C(C(=O)N1CCCC1)c1c(-c2ccccc2)[nH]c2ccccc12
→ 0.5	-25%	-1	-2	-8%[57.1 µM]	-9	.	-3%	0%[57.1 µM]
COc1cc(C(=O)Nc2ccc(NC(=O)c3ccc(C(C)(C)C)cc3)cc2)cc(OC)c1OC
→ 0.6	21%	2	2	6%	.	-1.4	-19%	-3%
C[C@@H]1CN(S(=O)(=O)C(C)(C)C)[C@@H](CCO)/C1=C\c1ccccc1
→ .	-21%	2	.	-5%	.	.	8%	12%
CCN1c2ccccc2-c2nc(SCC(=O)NCc3ccc(C)cc3)ncc2S1(=O)=O
→ -0.1	-17%	-1	-4	10%[57.1 µM]	.	.	-4%	19%[57.1 µM]
CCCCCCCCC/C(=N\O)c1ccccn1
→ 0.9	?	-1	13	-4%	-13	-0.6	-1%	6%
O=[N+]([O-])c1ccc(-c2cn3c(n2)SCC3)cc1
→ .	-5%	0	.	-5%	.	.	-1%	-1%
Cc1nc2cc(N=NC3=C(O)CCCC3=O)ccc2s1
→ -0.3	-3%	-6	6	-16%	-13	-2.3	2%	11%[57.1 µM]
COc1ccc(C2(CNC(=O)c3ccccc3)CCCC2)cc1OC
→ -0.3	-25%	-1	-2	1%[57.1 µM]	2	-0.7	10%	17%[57.1 µM]
CN(C)c1ccc(/C=C/c2nc3ccccc3s2)cc1
→ 26	-17%	-12	2	6%[57.1 µM]	8	6.4	3%	14%[57.1 µM]
Cc1cc(C(=O)N(C)CC(=O)Nc2ccc(Cl)c(C(F)(F)F)c2)no1
→ -0.5	1%	-5	6	-7%	-4	-0.4	8%	1%
COc1ccc(C(C)=O)cc1COC(=O)[C@H](Cc1ccccc1)NC(=O)c1ccco1
→ .	-21%	1	.	1%	.	.	1%	?
Cc1ccccc1-c1nnc(CN2CCC(C)CC2)o1
→ -0.2	-31%	0	9	-2%	15	0.8	8%	2%
Cc1ccc2oc(=O)c3cc(C(=O)Nc4ccccc4C(N)=O)sc3c2c1
→ 0.1	-16%	1	22	3%	.	1.0	18%	35%
O=S(=O)(Nc1ccncc1)c1cc(Cl)c(Cl)cc1Cl
→ 0.4	-12%	-10	3	-5%	7	0.4	-4%	13%
CC(C)CNC(=O)COC(=O)c1ccc(Cl)c(S(N)(=O)=O)c1
→ -0.3	3%	-2	1	5%	-21	0.0	0%	1%
CCn1c(SCc2nnc(-c3ccccc3)o2)nc2c1c(=O)n(C)c(=O)n2C
→ 0.1	.	.	3	.	17	-1.0	.	.
O=C(NC1CCCCC1)C(c1c(F)cccc1Cl)N(C(=O)c1csnn1)C1CC1 (stereo unspecified)
→ -0.7	-10%	1	-6	-7%[57.1 µM]	-9	0.3	-7%	-7%[57.1 µM]
COc1ccccc1N1CCN(S(=O)(=O)c2cccc3nsnc23)CC1
→ -1.9	-3%	-2	0	-8%	-10	-0.1	4%	3%
Cc1ccc(/C=N/n2cnnc2)s1
→ -0.3	-15%	3	-3	-7%	16	-0.7	6%	-14%
Cc1ccc(C)c(N2CCN(C(=O)CN3C(=S)NC(C)(C)CC3C)CC2)c1 (stereo unspecified)
→ 0.1	-10%	3	-6	-9%	41*	4.7	1%	-29%
Cc1cc(C)cc(-n2ccn3cnnc3c2=O)c1
→ 0.0	-18%	3	-5	5%	.	-0.4	1%	7%
COc1ccc(Nc2cc(C)nc(N)n2)cc1
→ 0.4	-22%	-4	7	2%[57.1 µM]	-17	1.7	-2%	11%[57.1 µM]
CCN(C(=O)CCc1nc(-c2ccc(C)cc2)no1)c1cccc(C(F)(F)F)c1
→ 1.2	?	2	-4	-14%	.	1.3	0%	-3%
COC(=O)c1cn(C(=O)c2cc(Br)ccc2Cl)c2ccccc12
→ 0.5	-29%	-6	7	4%	-6	0.3	0%	23%
O=C(CCc1nc2ccccc2c(=O)[nH]1)OCc1ccccc1F
→ 0.1	-17%	-4	-10	-2%	-16	-0.1	6%	-8%
CC[C@]12c3[nH]c4ccc(Cl)cc4c3CCN1C(=O)[C@@H](CC(=O)NCCCn1ccnc1)C[C@@H]2C(=O)N1CCN(C(=O)c2ccco2)CC1
→ .	-10%	-4	.	3%	.	.	6%	10%
Cc1ccc(-c2c(C(=O)Nc3ccc(F)c(F)c3)oc(=O)c3ccccc23)cc1
→ 0.9	-21%	0	-3	-5%	.	1.5	9%	15%
CCOC(=O)c1ccc(NC(=O)CSc2c3c(nc4cc(Cl)ccc24)CCCC3)cc1
→ 1.3	-9%	0	-1	-2%	.	1.3	3%	21%
Clc1ccc(Nc2nc(-c3ccncc3)cs2)cc1
→ .	-16%	0	.	-7%	.	.	6%	0%
CCCc1nnc(NC(=O)CCC(=O)N2CCN(Cc3ccc(Cl)cc3)CC2)s1
→ -0.1	-14%	4	-5	-6%	1	0.8	-3%	-11%
CCCCN(C(=O)NC(=O)Nc1nc2ccc(OC)cc2s1)S(C)(=O)=O
→ -0.4	-2%	-4	16	1%	-14	-3.8	3%	18%
Cc1sc2nc(CSC(C)C(=O)Nc3ccc(Cl)cn3)[nH]c(=O)c2c1C (stereo unspecified)
→ 0.6	-4%	1	-6	4%	7	0.5	-15%	29%
CC(CCc1ccccc1)NC(=O)C1CCN(S(=O)(=O)c2ccc(F)cc2)CC1 (stereo unspecified)
→ -1.2	-19%	-1	-10	-3%	-13	0.1	-10%	6%
CCn1cc(C(=O)N2CCN(c3cc(Cl)ccc3C)CC2)c(=O)c2cc(S(=O)(=O)N3CCOCC3)ccc21
→ 0.2	?	2	-11	-3%	.	0.6	6%	-3%
CC(=O)c1ccc(NS(=O)(=O)c2ccc(-c3cc(C)no3)s2)cc1
→ 0.2	-13%	0	-1	-8%[57.1 µM]	.	0.1	-3%	-7%[57.1 µM]
CCOC(=O)c1c(C)sc(-c2c(-c3ccc4c(c3)OCCO4)[nH]c3c2c(=O)[nH]c(=O)n3C)c1O
→ 16	25µM*	11	-10	-4%	.	18	-4%	-9%
O=C(c1ccco1)N1CCN(C(=O)c2cccn3c(=O)c4c5c(sc4nc23)CCCC5)CC1
→ .	-17%	1	.	15%	.	.	-3%	?

Given as labelled records: part of the list above.
Cc1ccc(C)c(OCCCNCc2ccccc2)c1
  TRHR agonist = 0.8 | USP1 inh = -15% | PI4K2A inh = -3 | TRHR PAM = 3 | TrxR1 substrate = 4% | D2 antag = 4 | D2 ag = 2.1 | IDH1 R132H inh = 9% | TrxR1 inh = 4%
Clc1ccc(Nc2nc(-c3ccncc3)cs2)cc1
  TRHR agonist = . | USP1 inh = -16% | PI4K2A inh = 0 | TRHR PAM = . | TrxR1 substrate = -7% | D2 antag = . | D2 ag = . | IDH1 R132H inh = 6% | TrxR1 inh = 0%
Cc1cc(Nc2ncc(Cl)cc2Cl)n(-c2ccccc2)n1
  TRHR agonist = -0.6 | USP1 inh = -23% | PI4K2A inh = 10 | TRHR PAM = 5 | TrxR1 substrate = 8%[57.1 µM] | D2 antag = -3 | D2 ag = -0.6 | IDH1 R132H inh = 6% | TrxR1 inh = 13%
